Compound activity from PubChem.
DDE Tn7 FP inh – inhibitors of Tn7 peptide binding to fibrin DD(E), primary screen, biochemical, fluorescence polarization, human fibrin, Tn7 probe; FP displacement of FITC-Tn7 peptide from fibrin DD(E); 0% = median of compound wells per plate; AID 720508, 2013; 370,000 compounds, 0.13% hits; Fibrinogen beta chain (Homo sapiens), P02675; inhibition, % at 8.3 µM;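 active = inhibition above the mean of compounds falling within the control limits plus 3 SD of them, cut at about 14% in these data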;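 also: 0% = plate median of compound wells and 100% = 10 µM Aha-Tn7 peptide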
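Assay system: Human clot-derived fibrin DD(E) complex | Buffer or medium: Tris/NaCl/CaCl2 buffer, pH 7.8 | Repeats: One replicate per compound | Benchmarks: Aha-Tn7 high control | Measure: % inhibition scaled between sample-field median and high-control FP | Schedule: 10 min plus 3 h, room temperature | Signal: Fluorescence polarization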
Tn6 DDE FP – inhibitors of Tn6 peptide binding to fibrin DD(E), primary screen, biochemical, fluorescence polarization, human fibrin, Tn6 probe. Fibrinogen beta chain (Homo sapiens), P02675. Fibrin DD(E) TRITC-Tn6 fluorescence polarization displacement. inhibition, % at 8.3 µM. 370,000 compounds, 0.21% hits;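 active = inhibition above a per-campaign cutoff: mean of compounds within control limits plus 3 SD, cut at about 15% in these data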;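 also: 0% = median of all compound wells on the plate and 100% = blocking peptide control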
ARFGAP1 inhibitor – inhibitors of rat ARFGAP1 GAP activity, primary screen, biochemical, fluorescence polarization, GDP tracer. ADP-ribosylation factor GTPase-activating protein 1 (Rattus norvegicus), Q62848. Arfgap1-stimulated ARF1 GTP hydrolysis, GDP FP detection. inhibition, % at 16.5 µM. 360,000 compounds, 0.26% hits;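 active = inhibition above a per-plate limit, mean inhibition of low control wells plus 3 SD, cut at about 25% in these data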;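 also: 0% = DMSO wells with enzyme and 100% = wells lacking Arfgap1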
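material = rat Arfgap1 catalytic domain, aa 1-136 | also added = human ARF1(Δ1-17)-GTP substrate | compound dosing = one concentration, 16.5 µM, DMSO 1.26% | times = GTP hydrolysis reaction 2 h at 25 °C | measured by = FP, GDP Alexa 633 tracer displaced from anti-GDP antibody, 620/688 nm | evaluation = percent inhibition of Arfgap1-stimulated GTP hydrolysis | replication = single well per compound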
UHRF1 binding – UHRF1 methylated DNA binding inhibitors, primary screen, counter-screen for MBD2 inhibitor project, biochemical, TR-FRET, human UHRF1, single concentration; E3 ubiquitin-protein ligase UHRF1 (Homo sapiens), Q96T88; UHRF1 binding to methylated oligo; inhibition, % at 4.4 µM; 370,000 compounds, 0.75% hits; AID 687016, 2013; in the data active = inhibition above about 21%;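 also: UHRF1 SRA domain binding a hemimethylated CpG hairpin DNA probe; 0% = median of test compound wells and 100% = reference inhibitor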
MBD2 inh – inhibitors of MBD2 binding to methylated DNA, primary screen, biochemical, TR-FRET, DNA-binding domain, human. MBD2 binding to methylated oligonucleotide. inhibition, % at 4.4 µM. 370,000 compounds, 0.31% hits. AID 686964, 2013; in the data active = inhibition above about 13%
Target sequence (Q9UBB5 whole entry, looked up, the tested form may be a part): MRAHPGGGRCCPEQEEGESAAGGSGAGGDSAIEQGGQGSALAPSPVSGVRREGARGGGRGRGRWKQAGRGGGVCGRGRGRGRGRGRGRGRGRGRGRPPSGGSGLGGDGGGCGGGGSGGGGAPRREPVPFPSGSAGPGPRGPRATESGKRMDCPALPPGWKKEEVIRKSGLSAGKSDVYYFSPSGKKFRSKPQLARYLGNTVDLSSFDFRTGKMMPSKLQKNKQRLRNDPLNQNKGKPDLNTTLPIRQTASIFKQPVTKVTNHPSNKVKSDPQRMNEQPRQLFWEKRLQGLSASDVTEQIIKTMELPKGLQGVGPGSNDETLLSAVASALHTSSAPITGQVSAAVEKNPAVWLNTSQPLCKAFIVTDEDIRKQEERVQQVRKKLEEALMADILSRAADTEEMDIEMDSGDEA
ASAP1 inh – inhibitors of human ASAP1 ArfGAP activity, primary screen, biochemical, fluorescence polarization; inhibition, % at 16.5 µM; AID 624377, 2012; Arf-GAP with SH3 domain, ANK repeat and PH domain-containing protein 1 (Homo sapiens), …; ASAP1-stimulated ARF1 GTP hydrolysis, GDP FP detection; 360,000 compounds, 0.19% hits; in the data active = inhibition above about 25%;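 also: 0% = vehicle with enzyme and substrate and 100% = no enzyme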
ADAM17 inh – ADAM17 inhibitors, primary screen, biochemical, QFRET. 370,000 compounds, 0.83% hits. Disintegrin and metalloproteinase domain-containing protein 17 (Homo sapiens), P78536. recombinant ADAM17, EDANS/DABCYL FRET peptide cleavage. inhibition, % at 6.95 µM;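 active = inhibition above the mean of compounds lying between control limits plus 3 SD, set per campaign, cut at about 8.5% in these data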;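 also: 0% = DMSO-only wells as the low control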
Target sequence (P78536 215-824 limits assumed): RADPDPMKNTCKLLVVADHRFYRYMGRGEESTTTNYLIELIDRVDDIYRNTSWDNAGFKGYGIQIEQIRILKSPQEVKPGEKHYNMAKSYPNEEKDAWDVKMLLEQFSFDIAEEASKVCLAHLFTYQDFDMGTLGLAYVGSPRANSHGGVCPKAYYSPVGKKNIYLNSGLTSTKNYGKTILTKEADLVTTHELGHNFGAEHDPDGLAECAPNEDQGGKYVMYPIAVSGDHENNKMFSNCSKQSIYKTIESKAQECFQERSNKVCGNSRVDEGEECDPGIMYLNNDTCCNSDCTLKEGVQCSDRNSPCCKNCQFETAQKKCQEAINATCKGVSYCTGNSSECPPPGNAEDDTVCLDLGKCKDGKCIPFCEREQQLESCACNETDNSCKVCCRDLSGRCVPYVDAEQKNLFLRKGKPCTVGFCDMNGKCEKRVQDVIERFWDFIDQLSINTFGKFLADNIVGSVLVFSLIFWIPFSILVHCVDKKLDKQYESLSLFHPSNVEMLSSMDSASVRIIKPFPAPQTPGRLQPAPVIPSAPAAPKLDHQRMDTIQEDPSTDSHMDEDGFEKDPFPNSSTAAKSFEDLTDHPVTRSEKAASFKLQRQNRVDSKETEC
PLC-beta3 inh – human PLC-beta3 inhibitors, primary screen, biochemical, fluorescence; 370,000 compounds, 0.18% hits; inhibition, % at 12.2 µM; Purified PLC-beta3, fluorogenic substrate; 1-phosphatidylinositol 4,5-bisphosphate phosphodiesterase beta-3 (Homo sapiens), Q01970; in the data active = inhibition above about 11%;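 also: 0% = median of compound wells on plate and 100% = full blocker control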
proKLK7 act – proKLK7 zymogen activators, primary screen, biochemical, fluorescence intensity; purified proKLK7, EDANS-DABCYL substrate fluorescence; 100% is mature enzyme control, 0% vehicle; activation, % at 7 µM; 370,000 compounds, 0.9% hits; AID 652039, 2013;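 active = activation above the mean of all tested compounds plus 3 SD, computed per campaign excluding outliers beyond control limits, cut at about 13% in these data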
PLC-gamma1 inh – PLC-gamma1 enzyme inhibitors, primary screen, biochemical, fluorescence, purified enzyme; 1-phosphatidylinositol 4,5-bisphosphate phosphodiesterase gamma-1 (Homo sapiens), P19174; fluorogenic substrate; inhibition, % at 12.2 µM; 370,000 compounds, 0.84% hits; AID 720700, 2013; in the data active = inhibition above about 9.5%
Active calls of the source: *.

mol,DDE Tn7 FP inh,Tn6 DDE FP,ARFGAP1 inhibitor,UHRF1 binding,MBD2 inh,ASAP1 inh,ADAM17 inh,PLC-beta3 inh,proKLK7 act,PLC-gamma1 inh
CC1CCN(C(=O)CN2C(=O)COc3ccc(Cl)cc32)CC1,-6,1,-3,2,-3,0,2,-3,0.3,3
COc1cc(CNC2CCCCC2)c(Br)cc1OC1CCCC1,-2,-2,10,1,7,-5,-4,-5,-0.3,1
O=C(NNC(=O)c1cc(-c2ccncc2)nc2ccccc12)c1cccc(Cl)c1,0,-4,8,2,-3,-5,-3,-3,0.7,-1
O=C(NC1CCS(=O)(=O)C1)c1cccc(Cl)c1 (stereo unspecified),-2,5,1,2,3,2,-3,-5,-0.1,-4
CC(=O)NCCc1nc2cc(NC(=O)c3ccccc3Cl)ccc2n1C,2,-2,-4,0,2,-3,-4,-1,-0.3,2
CCc1cnc(Nc2nc(C(N)Cc3ccc(F)cc3)cs2)nc1 (stereo unspecified),-2,-2,5,1,-3,-18,1,-4,-0.7,1
CCOC(=O)CCSc1nc(C(C)(C)C)cc(C(F)(F)F)c1C#N,-5,0,-1,-1,5,-7,-2,2,-0.8,3
COc1ccc(CCC(C)N2CCc3ccccc3C2)cc1 (stereo unspecified),1,5,0,2,9,3,-3,1,-0.2,-2
COc1ccc(/C(C)=N/NS(=O)(=O)c2cc(C)ccc2C)c(OC)c1,-4,8,8,0,0,7,1,1,-0.4,4
COc1cccc(CN2CCN(Cc3cc4ccccc4o3)CC2CCO)c1 (stereo unspecified),-8,-3,13,-3,2,-5,-2,-9,-0.1,-1
CCc1ccc(CNC(=O)C2CCC(=O)N(CCc3ccc(Cl)cc3)C2)nc1 (stereo unspecified),5,-3,-8,-1,4,-4,-4,-10,0.4,1
CC(C)c1ccccc1NC(=O)c1cccnc1,7,4,1,-2,-1,10,-4,1,0.4,-2
CCC(=Cc1ccccc1OC)c1ccncc1,3,-1,-5,0,4,4,-2,-5,-0.1,1
Cc1nn2c(-c3ccccc3)nnc2c2ccccc12,-9,0,10,-10,3,-3,-2,-12,0.1,-6
COc1cc(C(=O)N2CCN(C(=O)c3cccc4ccccc34)CC2)cc(OC)c1OC,4,3,7,-1,-3,9,1,1,0.6,1
Cc1[nH]nc(-c2ccc(OCc3cnn(-c4ccccc4)c3)c(C)c2O)c1Oc1ccccc1,-1,-10,4,4,4,11,-2,4,0.0,0
CC(C)(C)C1CCc2onc(C(=O)Nc3ccc(F)cc3F)c2C1 (stereo unspecified),-8,-15,14,0,2,2,0,1,0.5,3
O=C(c1cc([N+](=O)[O-])cc([N+](=O)[O-])c1)N1CCN(Cc2ccc3c(c2)OCO3)CC1,-2,-2,8,0,6,-7,-1,-2,0.0,2
C[C@@H]1CN([C@H](C)CO)C(=O)CCCn2cc(nn2)CO[C@H]1CN(C)C(=O)Nc1ccc2c(c1)OCO2,-5,2,5,0,0,-7,-4,-14,-0.5,-11
O=C(C[n+]1cccc(/C=N/O)c1)NC(=O)Nc1ccccc1,-1,3,2,-1,6,-3,-3,-7,-0.7,-5
Cn1nc(C(F)(F)F)c(-c2ccccc2)c1NC(=O)CCC(=O)O,-4,5,1,0,-5,-2,-2,-6,0.3,-3
CCNC(=O)OC[C@H]1O[C@H](C#Cc2ccc(C(C)(C)C)cc2)C=C[C@H]1O,7,-1,-4,-1,0,5,-1,-2,0.6,-1
C[C@H](NC(=O)OC(C)(C)C)c1nnc(SCC(=O)Nc2ccc(Br)cc2)o1,-1,-1,-1,-1,2,5,1,0,-0.4,1
S=C(NCCc1ccncc1)Nc1cccc2ccccc12,3,7,0,-2,-4,7,-3,-2,-0.4,-3
Cc1ccc(Oc2nnc(-c3ccc(C)cc3)c3ccccc23)cc1,-5,-1,0,2,1,6,-3,1,-0.7,2
CCOC(=O)CNS(=O)(=O)c1ccc(C(=O)O)cc1,-6,3,6,2,1,6,-2,4,-0.1,3
FC(F)(F)c1ccc(NC2=NCCC2)cc1,-2,6,-10,-1,4,-11,0,-2,0.4,5
Oc1ccc(Br)cc1/C=N/Nc1ccccn1,-4,-2,9,-1,-1,8,2,-30,-3.9,-15
Cc1ccc(OCC(O)CNS(=O)(=O)c2ccccc2C(=O)O)cc1 (stereo unspecified),5,9,-5,-2,0,-2,-4,-1,0.8,2
C[C@H]1C=CC(=O)O[C@H]1c1ccccc1,6,5,-1,3,0,14,-2,4,-0.6,-2

Sorted by the number under Tn6 DDE FP (descending): 3 of the compounds above
| Structure | DDE Tn7 FP inh | Tn6 DDE FP | ARFGAP1 inhibitor | MBD2 inh | ASAP1 inh | ADAM17 inh | PLC-beta3 inh | proKLK7 act | PLC-gamma1 inh |
| --- | --- | --- | --- | --- | --- | --- | --- | --- | --- |
| C[C@@H]1CN([C@H](C)CO)C(=O)CCCn2cc(nn2)CO[C@H]1CN(C)C(=O)Nc1ccc2c(c1)OCO2 | -5 | 2 | 5 | 0 | -7 | -4 | -14 | -0.5 | -11 |
| O=C(c1cc([N+](=O)[O-])cc([N+](=O)[O-])c1)N1CCN(Cc2ccc3c(c2)OCO3)CC1 | -2 | -2 | 8 | 6 | -7 | -1 | -2 | 0.0 | 2 |
| Cc1[nH]nc(-c2ccc(OCc3cnn(-c4ccccc4)c3)c(C)c2O)c1Oc1ccccc1 | -1 | -10 | 4 | 4 | 11 | -2 | 4 | 0.0 | 0 |

Following part.
mol,DDE Tn7 FP inh,Tn6 DDE FP,ARFGAP1 inhibitor,UHRF1 binding,MBD2 inh,ASAP1 inh,ADAM17 inh,PLC-beta3 inh,proKLK7 act,PLC-gamma1 inh
Cc1ccccc1CN1CCN(Cc2ccccc2C(F)(F)F)CC1,3,6,-1,-1,1,1,-1,1,0.4,5
CCOc1cc(/C=C2\NC(=S)N(c3c(C)n(C)n(-c4ccccc4)c3=O)C2=O)ccc1O,1,-1,5,-3,-3,9,-2,-16,-0.2,-13
Cc1cc([N+](=O)[O-])ccc1NC(=O)CSc1nncn1-c1ccccn1,1,4,6,-1,5,-5,-3,-1,0.4,-2
CCCCNC(=O)c1ccc(CNS(=O)(=O)c2ccc(Br)cc2)cc1,3,5,8,3,3,9,-4,-8,-0.5,1
COC(=O)c1c(C)oc(C)c1S(=O)(=O)NCc1ccc(OC)cc1,-4,2,5,1,4,2,-2,-5,-0.7,-1
c1ccc(CCc2nc(-c3ccccc3)no2)cc1,-3,1,-7,0,-1,3,0,-4,-0.2,1
Cc1ccc(C(=O)NCCSc2ccc(Cl)cc2)cc1[N+](=O)[O-],4,-1,-13,9,4,-9,0,-1,0.8,0
Cn1c(Br)nc2c1c(=O)n(CC(O)COc1ccccc1)c(=O)n2C (stereo unspecified),6,-10,7,-2,-8,-12,0,2,0.4,-1
CN1/C(=C\C(=O)Nc2cccc(Cl)c2)C(C)(C)c2ccccc21,5,-8,-1,-3,-4,4,1,-7,0.8,-6
CCc1c(C)nc2[nH]nc(NC(=O)C(F)(F)F)n2c1=O,-2,-6,-8,-1,-5,-6,1,0,-0.6,0
CC(C)(C)NC(=O)C(c1ccncc1)N(C(=O)Cn1nnc(-c2cccs2)n1)C1CCCCC1 (stereo unspecified),-5,-9,-6,0,1,7,2,8,-0.4,4
CCCNC(=O)c1cccc(S(=O)(=O)N2CC3(C)CC2CC(C)(C)C3)c1 (stereo unspecified),-1,0,5,-2,1,0,0,-2,0.3,6
Cc1ccc(OCCC(=O)OCC(=O)NNC(=O)c2ccccc2)cc1,6,-1,3,2,-1,7,-2,-7,0.3,0
COCCN(CC(=O)Nc1cccc(C)c1C)C(=O)c1ccc(-n2cccn2)cc1,-3,-2,12,-1,4,10,1,-5,0.4,2
CC1(C)CC(CC(=O)O)CC(C)(C)N1,-5,-4,6,1,-5,15,0,3,-0.4,-2

Entries of single compounds as entered above:
FC(F)(F)c1ccc(NC2=NCCC2)cc1 reads DDE Tn7 FP inh = -2; Tn6 DDE FP = 6; ARFGAP1 inhibitor = -10; UHRF1 binding = -1; MBD2 inh = 4; ASAP1 inh = -11; ADAM17 inh = 0; PLC-beta3 inh = -2; proKLK7 act = 0.4; PLC-gamma1 inh = 5
O=C(NC1CCS(=O)(=O)C1)c1cccc(Cl)c1 (stereo unspecified) reads DDE Tn7 FP inh = -2; Tn6 DDE FP = 5; ARFGAP1 inhibitor = 1; UHRF1 binding = 2; MBD2 inh = 3; ASAP1 inh = 2; ADAM17 inh = -3; PLC-beta3 inh = -5; proKLK7 act = -0.1; PLC-gamma1 inh = -4

Other records.
mol,DDE Tn7 FP inh,Tn6 DDE FP,ARFGAP1 inhibitor,UHRF1 binding,MBD2 inh,ASAP1 inh,ADAM17 inh,PLC-beta3 inh,proKLK7 act,PLC-gamma1 inh
CCN(CC)CCCn1c2c(c(SCC(=O)Nc3nccs3)nc1=O)CCC2,1,-3,-5,-3,8,-1,-3,3,-0.2,0
CC(C)(C)NC(=O)CSc1nnc(-c2ccco2)n1Cc1ccco1,-1,2,0,-5,1,21,0,3,0.0,0
O=C(Nc1ccon1)c1ccc(Cl)c(S(=O)(=O)N2CCCCC2)c1,-1,-2,6,-1,-4,4,2,-2,0.1,0
CCN(CC)S(=O)(=O)c1ccc(N2CCOCC2)c(NC(=O)COc2ccccc2)c1,3,2,0,-1,2,10,-1,-17,-0.5,-13
Cc1cc(CNC(=O)c2cc(COc3ccc(F)c(F)c3)on2)nn1C,-10,-1,1,0,-3,-11,-1,-16,-0.3,-5
O=C(COc1ccccc1)Nc1ccccc1Cl,2,3,4,4,1,0,2,6,-0.4,0
